Bioassay records from PubChem.
Dynein transport = dynein cargo transport inhibition | AID 1381 | 3617.4 mouse cells, GR-EGFP nuclear translocation imaging; test concentration mostly 20 µM; stimulated with dexamethasone, 1 µM; active compounds read low | hit rate 0.47% among 220,000 | z-score, hits read low;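 active = plate z-score of nuclear minus cytoplasmic receptor signal below a set negative limit, without overly bright fluorescence or cell loss, cut at about -3.5 in these data, passing the limit was not always enough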;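 note: z-score of nuclear minus cytoplasmic ring GR-EGFP intensity difference per well; some compounds called inactive have numbers as strong as hits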
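Buffer or medium: tetracycline-free induction medium containing charcoal-stripped FBS / Reagent: dexamethasone agonist, 1.0 µM final, for 30 min / Technique: automated 10x imaging of fixed Hoechst-stained cells / Times: induction 48 h, compound 1 h, agonist 30 min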
Autophagy mod = modulators of autophagy; hit rate 0.98% among 190,000; calls only at 10 µM (by protocol); MEF GFP-LC3 puncta imaging; test concentration mostly 10 µM;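 active = percentage of spot-positive cells more than 3 SD above its plate mean, without a fluorescence outlier flag or 80% toxicity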;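 note: spot-positive cell cutoff set from DMSO-treated cells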
MT stabilizer = microtubule stabilizers in HeLa cells. AID 2205. hit rate 0.83% among 200,000. HeLa tubulin immunostaining HCS, 24 h; share of cells brighter than vehicle mean+2SD. % tubulin-high responders, % at 10 µM;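 active = plate Z-score above 3 for both tubulin-high and condensed-nucleus cell shares, with cell loss under 80%, at 10 µM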;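 note: anti alpha tubulin signal scored within the nucleus-defined area of each cell; some results filed as inactive read as strong as hits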
Lipid droplet = modulators of hepatic lipid droplet formation; hit rate 0.4% among 240,000; AID 1656; inhibition, % at 6.5 µM; AML12 mouse hepatocytes, oleate lipid droplets, BODIPY imaging;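 active = lipid droplet intensity inhibited by at least 50%, with more than 500 cells counted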
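Assay system: AML12 mouse liver cells | Compound dosing: One dose, 6.5 µM compound | Read-out basis: Droplet intensity reduction, % inhibition | Measured by: Fluorescence imaging, 20x objective, two fields per well | Schedule: Overnight treatment with compound plus oleate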
Ins promoter up = MIN6 insulin promoter up-regulation; MIN6 insulin promoter-GFP reporter, high-content imaging; active compounds read high; z-score at 5 µM; hit rate 0.3% among 190,000;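 active = z-score above 3 at 5 µM with at least 500 cells counted in the well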
ER stress rescue = rescue of cells from ER stress-induced death, primary screen, 384-well, CSM14.1, thapsigargin, ATP luminescence (AID 1222). CSM14.1 thapsigargin-induced death rescue, ATP luminescence; higher % means a stronger effect. one-dose cellular ATP content (survival), % at 20 µM; EC50 in µM for titrated hits. 190,000 tested, under 10 active;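 active = EC50 below 50 µM in the dose-response confirmation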;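 note: death triggered by thapsigargin at about 15 µM added after 2 h compound pretreatment; cell ATP read after overnight thapsigargin exposure of roughly 18 to 22 hours; normalized against plate controls of thapsigargin alone and 5% DMSO vehicle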
T cell modulator = modulates CD8 T cell binding to vesicles; 2C CD8+ T cell-vesicle binding, flow cytometry; active compounds read low; hit rate 0.068% among 330,000; calls only at 7 µM; AID 2052;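 active = response, share of CD8 T cells binding vesicles, and their 90th percentile fluorescence all below set limits, cut at about 80% in these data, passing the limit was not always enough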
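Benchmarks: naked versus QL9-loaded vesicles / Assay system: purified 2C TCR transgenic mouse naive CD8+ T cells / Technique: high-throughput flow cytometry with anti-B7-1 and anti-CD8 staining / Timing: Cell–vesicle co-incubation 1.5 h at 37 °C, staining 20 min on ice / Read-out: percent CD8+ FL2 mean versus row control / Probe or stimulus: QL9-loaded Drosophila micro-vesicles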
PhoP inhibition = inhibitors of PhoP regulon expression, primary screen, Salmonella Typhimurium, GFP reporter (AID 1863). S. Typhimurium PhoP-regulated promoter GFP reporter, 4 h; higher % means a stronger effect. one-dose inhibition, % at 50 µM; IC50 in µM for titrated hits. hit rate 0.16% among 300,000;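 active = inhibition over 29.93%, a cutoff 3 SD above the screen mean, later confirmed by dose response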;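 note: 0% = low Mg2+ inducing control and 100% = high Mg2+ repressing control; strong numbers were not always called active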
bCat nuc transl = beta-catenin nuclear translocation modulation | nuclear translocation activity, % at 5 µM | HeLa beta-catenin nuclear translocation, immunofluorescence imaging | hit rate 0.3% among 190,000 | AID 1665;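 active = nuclear translocation activity above 50% at 5 µM, with a well cell count of 50 or more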;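 note: per-cell ratio of nuclear to cytoplasmic median beta-catenin stain intensity; plate controls were DMSO negative control for no effect and GSK-3 inhibitor IX positive control for full effect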
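Test system: human HeLa cells, native beta-catenin. Compound dosing: 5 µM primary single dose, 0.1% DMSO, 0.02–20 µM confirmation series. Incubation: compound exposure 24 h at 37°C. Detection: beta-catenin immunostaining with DAPI counterstain, 20x imaging, 6 fields/well. Read-out basis: Nuclear/cytoplasmic beta-catenin signal ratio, % activation.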
Dynein transport cytoplasmic EGFP = also measured in Dynein transport; calls as there; z-score; measured here: cytoplasmic GR-EGFP intensity; active compounds read high
Dynein transport nuclear GR-EGFP = second read-out of Dynein transport, no call of its own (marks repeat the call); z-score; measured here: nuclear GR-EGFP intensity;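 lower value marks the stronger effect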
Dynein transport cell count = further read-out of Dynein transport, marked with its call; z-score; measured here: cell count per field
Ins promoter up cell count = further read-out of Ins promoter up, marked with its call; cell count; measured here: cytotoxicity, nuclei count;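 total cells summed across four imaged fields per well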
Lipid droplet cells 6.5 µM = second read-out of Lipid droplet, no call of its own (marks repeat the call); cell count; measured here: cell count, cytotoxicity flag;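 cells counted across two imaged fields per well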
bCat nuc transl cell count 5 µM = also measured in bCat nuc transl; calls as there; cell count; measured here: cell count, cytotoxicity flag
T cell modulator vesicle-bound % = also measured in T cell modulator; calls as there; double positive events, %; measured here: CD8+ vesicle-bound cell fraction;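 binding gate set so that unloaded-vesicle control wells show 10% double positive cells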
MT stabilizer Hoechst-high % = second read-out of MT stabilizer, no call of its own (marks repeat the call); % Hoechst-high responders; measured here: nuclear condensation Hoechst responders;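 share of cells brighter than vehicle mean plus two SD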
MT stabilizer cytotoxicity % = further read-out of MT stabilizer, marked with its call; toxicity, %; measured here: cytotoxicity by cell density;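 0% = mean cell density of plate MIN control wells and 100% = no cells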
Autophagy mod cell loss 18 h = further read-out of Autophagy mod, marked with its call; toxicity, %; measured here: cell loss, nuclei count;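 cell loss after 18 h compound exposure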
The depositor's hits bear a star; i = inactive; x = not tested or not shown; + = active, no number.

| SMILES | Dynein transport | Dynein transport cytoplasmic EGFP | Dynein transport nuclear GR-EGFP | Dynein transport cell count | Autophagy mod | Autophagy mod cell loss 18 h | MT stabilizer | MT stabilizer Hoechst-high % | MT stabilizer cytotoxicity % | Lipid droplet | Lipid droplet cells 6.5 µM | Ins promoter up | Ins promoter up cell count | ER stress rescue | T cell modulator | T cell modulator vesicle-bound % | PhoP inhibition | bCat nuc transl | bCat nuc transl cell count 5 µM |
| --- | --- | --- | --- | --- | --- | --- | --- | --- | --- | --- | --- | --- | --- | --- | --- | --- | --- | --- | --- |
| COc1ccccc1/C=C(/CC(=O)NCc1ccc(F)cc1)c1nc2ccccc2s1 | 2.22 | -0.0152 | 0.957 | -1.27 | i | -8.8 | 2.5 | 2.7 | 14.6 | -22.7 | 598 | 0.8 | 1372 | 2.6% | i | 28.3 | 7.2% | -0.6 | 921 |
| COc1cccc(C2Cc3ccccc3C(=O)O2)c1 (stereo unspecified) | -1.05 | -0.291 | -0.758 | 0.657 | i | -17.4 | 4.8 | 2.9 | 6.4 | 1.0 | 700 | -0.21 | 1284 | -4.2% | i | 9.0 | -23.3% | -1.4 | 575 |
| CCOc1cc(CNCc2cccs2)ccc1OCC(=O)NC(C)(C)C | 0.593 | -0.224 | 0.118 | 0.066 | i | 5.3 | 1.7 | 4.0 | 10.4 | 1.3 | 544 | 0.27 | 1284 | -2.0% | i | 43.0 | -11.0% | -1.9 | 1133 |
| Cc1cc(C(=O)COC(=O)Cn2cnc3c2c(=O)n(C)c(=O)n3C)c(C)n1C | 0.457 | -0.45 | 0.0366 | 0.367 | i | 35.0 | 6.0 | 1.5 | 16.5 | x | x | 0.46 | 1545 | -1.0% | i | 50.3 | -2.5% | -6.8 | 1001 |
| CCOC(=O)C1CCN(C(=O)CCS(=O)(=O)c2ccc3c(c2)CCN3C(C)=O)CC1 | -0.373 | -0.452 | -0.216 | 0.35 | i | -2.7 | 0.4 | 2.2 | 13.1 | -2.0 | 796 | -0.83 | 982 | 3.1% | i | 11.1 | 3.3% | x | x |
| O=C(COC(=O)C12CC3CC(CC(C3)C1)C2)Nc1ncc(Cl)cc1Cl | -0.274 | -0.222 | 0.465 | 1.06 | i | -4.1 | 2.9 | 1.8 | 7.1 | -1.4 | 714 | -0.78 | 1035 | 12.5% | i | 37.8 | -4.6% | -1.4 | 1217 |
| Nc1nc(SCC(=O)Nc2ccc(Br)cc2F)n[nH]1 | -0.587 | -0.242 | -0.365 | -0.0986 | i | -7.2 | 2.7 | 2.4 | 5.9 | 17.4 | 721 | x | x | -2.3% | i | 34.3 | 10.8% | x | x |
| O=c1c(Cc2ccc(Cl)cc2Cl)c(O)ccn1Cc1ccc(Cl)cc1 | 0.333 | -0.122 | 0.482 | -0.0235 | i | 5.5 | 3.0 | 2.2 | 5.1 | -15.0 | 669 | 0.91 | 1778 | -1.6% | i | 32.8 | -5.4% | -1.7 | 1055 |
| Cc1ccc2nc(NC(=O)CCNS(=O)(=O)c3ccc(Br)s3)sc2c1 | 0.112 | -0.376 | 0.214 | -0.585 | + | 44.7* | 6.1 | 1.9 | 8.0 | x | x | -0.86 | 1330 | -1.5% | i | 31.1 | -3.0% | -2.6 | 963 |
| CCCCc1ccc(-c2csc(/C(C#N)=C\c3ccc(C)o3)n2)cc1 | -0.714 | -0.203 | -0.754 | 0.712 | i | 15.7 | 1.2 | 1.6 | 6.9 | x | x | 0.36 | 1299 | -1.4% | i | 9.6 | 6.8% | -1.4 | 1469 |
| COc1cc(OC)cc(-c2cc3nc4c(c(N5CCN(c6ncccn6)CC5)n3n2)CCCC4)c1 | -0.683 | 0.374 | -0.00863 | -0.00486 | i | -5.1 | 5.8 | 2.4 | 0.3 | x | x | -3.61 | 1327 | 3.4% | i | 51.6 | -1.0% | -4.1 | 969 |
| CC(=O)N1CCCc2cc(S(=O)(=O)CCC(=O)N3CCN(c4cccc(C)c4)C(C)C3)ccc21 (stereo unspecified) | -1.19 | -0.216 | -0.66 | 0.659 | i | 2.9 | 5.5 | 3.6 | 10.8 | x | x | -0.78 | 813 | 0.2% | i | 52.6 | -2.9% | x | x |
| CN(C)c1nc(NCc2ccccc2)nc(Oc2ccc(=O)[nH]n2)n1 | 0.427 | 0.346 | 0.798 | -1.34 | i | 26.3 | 1.7 | 2.4 | 13.4 | -0.1 | 713 | 0.24 | 1267 | 1.4% | i | 61.8 | 0.2% | -7.3 | 1092 |
| Cc1c(C(=O)O)oc2ccc(S(=O)(=O)N3CCCCC3C(=O)O)cc12 (stereo unspecified) | 0.0538 | -0.215 | 0.0392 | 0.00768 | x | x | 10.0 | 1.3 | 8.5 | x | x | -0.49 | 930 | 0.0% | i | 33.0 | 7.3% | x | x |
| Cc1ccc(C(=O)NCC(=O)N2CCN(c3ncccn3)CC2)s1 | -0.117 | -0.239 | -0.243 | 0.837 | i | -4.1 | 2.8 | 2.1 | 5.5 | 24.6 | 849 | x | x | -1.0% | i | 47.3 | 24.2% | x | x |
| CC(C)COn1c(=S)[nH]c2ccccc2c1=O | -0.733 | -0.281 | -1.01 | 1.56 | i | 6.5 | 2.0 | 2.3 | 11.7 | x | x | -0.15 | 1545 | -1.8% | i | 23.5 | 12.2% | 1.1 | 1282 |
| COc1cccc(NC(=S)Nc2cc(C(=O)O)ccc2N2CC3CC(C2)c2cccc(=O)n2C3)c1 (stereo unspecified) | -0.846 | -0.319 | -0.478 | 0.873 | i | 3.8 | 3.0 | 1.6 | 8.5 | 12.4 | 634 | 0.2 | 1104 | 0.1% | i | 20.3 | -0.5% | -1.4 | 1068 |
| CCC(C)OC(=O)C1C(c2ccccc2)C(C(=O)O)C1c1ccccc1 (stereo unspecified) | 0.583 | -0.367 | 0.37 | -0.191 | i | 1.0 | 1.0 | 1.3 | 3.2 | 12.2 | 744 | 0.96 | 928 | -3.5% | i | 14.3 | -11.6% | -2.7 | 1205 |
| CCOC(=O)/C=c1\sc2n(c1=O)CCN=2 | -1.34 | -0.161 | -0.892 | 0.244 | i | -6.5 | 3.8 | 3.7 | 6.0 | x | x | x | x | -1.0% | i | 15.3 | 9.9% | -8.1 | 943 |
| COc1ccccc1CN=C1Nc2ccccc2CS1 | -0.084 | -0.202 | -0.362 | 0.0805 | i | 6.3 | 1.6 | 2.0 | 4.1 | x | x | 0.12 | 1278 | -1.7% | i | 53.9 | 10.3% | 1.9 | 1034 |
| Cc1nn(C)c(C(=O)N/N=C/c2ccccc2)c1[N+](=O)[O-] | -0.00121 | -0.282 | 0.111 | 1.59 | i | 11.7 | 3.5 | 2.8 | 11.9 | -4.1 | 767 | 0.3 | 1190 | 1.0% | i | 43.4 | -3.6% | -2.4 | 1151 |
| O=C(CSc1nc2ccccc2o1)Nc1ccccc1N1CCCCCC1 | 0.306 | -0.214 | -0.0965 | -0.0992 | i | -3.8 | 1.1 | 0.9 | 1.7 | x | x | 0.01 | 1578 | 0.8% | i | 14.3 | 9.4% | 1.3 | 1397 |
| COCCNC(=O)CCCn1c(=O)c2ccccc2n(CC(=O)NCCC2=CCCCC2)c1=O | 2.46 | 0.771 | 1.91 | -1.15 | i | -2.0 | 3.7 | 2.7 | 7.0 | -1.5 | 704 | -0.48 | 1227 | -1.6% | x | x | -6.9% | -1.0 | 1084 |
| CCN(c1cccc(C)c1)S(=O)(=O)c1ccc2c3c(cccc13)C(=O)N2 | 0.812 | -0.116 | 1.01 | -1.44 | i | 3.9 | 4.8 | 2.5 | 4.1 | 6.5 | 740 | x | x | -1.1% | i | 47.4 | 8.4% | -2.8 | 544 |
| COc1cccc(-c2c(C#N)c(SC)nc3cc(C)nn23)c1 | -0.183 | -0.254 | -0.403 | 0.847 | x | x | x | x | x | -0.5 | 731 | 1.24 | 1415 | x | i | 47.3 | -1.9% | 0.9 | 1292 |
| O=C1CCCc2nn(-c3ccccc3)nc21 | -1.4 | -0.248 | -0.417 | 0.14 | i | -2.2 | 2.9 | 2.9 | 5.1 | -1.5 | 770 | 0.25 | 1228 | -0.7% | i | 48.5 | 4.1% | -0.4 | 1209 |
| C=C(C)C(=O)N1CC2(CC(c3cccc(NC(=O)CCCCC)c3)=NO2)C[C@H]1C(N)=O (stereo partly specified) | -0.617 | -0.79 | -0.267 | 0.366 | x | x | x | x | x | x | x | 1.18 | 790 | x | i | 20.0 | -0.7% | -3.4 | 1115 |
| CN1CCCN(Cc2nc(-c3ccc(Cl)cc3)no2)CC1 | 0.934 | -0.17 | 0.613 | -0.806 | i | 13.8 | 2.2 | 1.5 | 4.1 | 2.9 | 735 | -0.07 | 1344 | -2.0% | i | 49.5 | 4.6% | -2.2 | 939 |
| COC(=O)c1ccc(NC(=O)c2cccc(Cl)c2)o1 | -0.457 | 0.221 | -0.455 | -0.12 | i | -0.5 | 0.9 | 1.6 | 5.6 | x | x | x | x | 1.2% | i | 27.1 | -1.7% | x | x |
| O=C1c2ccccc2C(=O)N1CCSC(=S)N1CCOCC1 | 0.602 | -0.219 | -0.129 | 0.464 | i | -14.8 | 2.0 | 1.2 | 3.9 | x | x | 0.35 | 1219 | -1.6% | i | 12.8 | -12.0% | 0.5 | 1453 |
